# RTF Ca sens inh – cardiac RTF calcium desensitization; inhibition, % at 7.15 µM; 340,000 tested, 0.12% active; P19429+P45379; IANBD-labeled cardiac RTF, Ca2+ fluorescence; AID 493244;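 active = inhibition above the mean inhibition of all tested compounds plus 3 SD, cut at about 17% in these data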;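 also: assay run at fixed EC70 calcium of 1.6 mM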
# cardiac RTF act – increases calcium sensitivity of human cardiac regulated thin filaments; IANBD-labeled TnC RTF fluorescence at EC20 calcium; 0% EC20 calcium, 100% full calcium; activation, % at 7.2 µM; 340,000 tested, 0.24% active; P19429+P45379;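 active = activation above the mean over all tested compounds plus 3 SD, cut at about 30% in these data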;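 also: rise in fluorescence read as greater calcium sensitivity of cardiac thin filaments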
# OPRM1-OPRD1 inv – mu-delta opioid heterodimer inverse agonism. P35372+P41143. inhibition, % at 9.3 µM. 340,000 tested, 0.21% active. cell-based MOR-DOR heterodimer luminescence. AID 504357; in the data active = inhibition above about 22%, passing the limit was not always enough;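 also: 0% = cells with DMSO and 100% = wells without cells with DMSO; values of inactives mirror those of a sister screen read the other way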
# V-ATPase pHluor – alters yeast V-ATPase proton transport. 350,000 tested, 0.37% active. response, % at 10 µM. AID 504577. S. cerevisiae, pHLuorin cytosolic pH fluorescence; in the data active = response mostly above about 7.3%, no sharp cut-off; inactive = mostly below about 5.4%; also: actives read high; inactives centre near 0; some compounds called inactive have numbers as strong as hits; reference of the scale not given here
# DSG3 Ab inh – blocks pemphigus antibody binding to human desmoglein-3. P32926. DSG3-coupled beads, scFv-anti-DSG3-GFP binding, flow cytometry; stronger effect = lower value. binding (percent of control), % at 10 µM. 310,000 tested, 0.48% active;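 active = binding more than 3 SD below its plate's average and above zero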;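 also: hits lower antibody fragment binding to DSG3; some compounds called inactive have numbers as strong as hits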
# Target sequence (P32926 whole entry, looked up, the tested form may be a part): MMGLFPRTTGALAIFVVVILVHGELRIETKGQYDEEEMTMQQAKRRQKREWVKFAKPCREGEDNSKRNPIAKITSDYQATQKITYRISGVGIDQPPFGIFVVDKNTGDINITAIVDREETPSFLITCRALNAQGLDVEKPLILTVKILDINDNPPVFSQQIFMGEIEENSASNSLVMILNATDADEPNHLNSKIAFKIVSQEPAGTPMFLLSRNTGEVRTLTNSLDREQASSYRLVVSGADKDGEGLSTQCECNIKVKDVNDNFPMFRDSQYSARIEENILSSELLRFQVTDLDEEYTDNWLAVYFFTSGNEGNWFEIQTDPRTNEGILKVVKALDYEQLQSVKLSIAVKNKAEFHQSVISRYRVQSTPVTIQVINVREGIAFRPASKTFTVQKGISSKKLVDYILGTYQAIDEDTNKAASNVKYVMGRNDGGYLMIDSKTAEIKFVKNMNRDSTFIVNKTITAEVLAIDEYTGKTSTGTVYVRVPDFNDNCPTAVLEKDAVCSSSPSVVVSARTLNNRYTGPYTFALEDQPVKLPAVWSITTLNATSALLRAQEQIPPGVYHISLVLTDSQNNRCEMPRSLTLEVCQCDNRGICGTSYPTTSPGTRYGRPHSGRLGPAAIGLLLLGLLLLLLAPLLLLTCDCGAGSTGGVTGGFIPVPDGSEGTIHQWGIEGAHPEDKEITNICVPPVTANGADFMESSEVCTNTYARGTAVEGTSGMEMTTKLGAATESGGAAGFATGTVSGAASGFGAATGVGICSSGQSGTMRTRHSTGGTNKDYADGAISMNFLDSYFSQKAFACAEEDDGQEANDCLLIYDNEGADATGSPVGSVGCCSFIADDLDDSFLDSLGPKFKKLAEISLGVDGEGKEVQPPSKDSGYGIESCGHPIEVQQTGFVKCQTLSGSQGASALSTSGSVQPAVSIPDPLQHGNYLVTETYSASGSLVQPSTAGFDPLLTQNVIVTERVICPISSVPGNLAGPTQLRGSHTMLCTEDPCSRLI
# LANA DNA inh – blocks KSHV LANA C-terminal domain binding to DNA. AID 504423. inhibition, % at 9 µM. MBP-C-LANA/FAM-LBS DNA binding, fluorescence polarization. 340,000 tested, 0.078% active;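 active = highest replicate inhibition at or above 60% at 9 µM, even if other replicates fall short; inactive = all replicates below 60% inhibition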;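 also: 0% = neutral control wells and 100% = 4 µM acridine orange control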
# Wnt act – Wnt/beta-catenin pathway activation; Wnt/beta-catenin reporter cell assay, activator, plate reader; 300,000 tested, 1.2% active; AID 743398; activation, % at 9.35 µM; in the data active = activation above about 30%, passing the limit was not always enough;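 also: 0% = neutral control wells and 100% = positive control wells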
# MOR-DOR ag – agonists of human mu-delta opioid receptor heterodimerization; P35372+P41143; cells, OPRM1-OPRD1 heterodimerization, luminescence; activation, % at 9.3 µM; 340,000 tested, 0.3% active; in the data active = activation above about 18%;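 also: 0% = vehicle-treated cells and 100% = reference agonist; values of inactives mirror those of a sister screen read the other way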
# Arr AP2 block – human beta-arrestin and AP2 interaction inhibition; FITC-arrestin peptide / GST-AP2 beads, flow cytometry; AP2 beta2 appendage carries R879A mutation; inhibition, % at 10 µM; 340,000 tested, 0.31% active;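 active = inhibition above a set limit, near 3 SD of compounds lacking own fluorescence, cut at about 54% in these data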;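 also: plate controls were DMSO wells for no effect and 5 µM unlabelled arrestin peptide for full effect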
#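 System: GST-AP2 R879A bound to glutathione beads, E. coli-expressed. Also added: 50 nM FITC-arrestin peptide. Schedule: compound with beads 12 min RT, then probe 1 h RT. Signal: bead flow cytometry, FITC channel. Read-out basis: percent response.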
# Keap1-Nrf2 PPI – inhibitors of human Keap1-Nrf2 protein-protein interaction | Keap1 Kelch-Nrf2 peptide fluorescence polarization, 1536-well | inhibition, % at 9.4 µM | 340,000 tested, 0.15% active | AID 504523; in the data active = inhibition above about 12%;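 also: human Keap1 Kelch domain with fluorescein labeled Nrf2 9mer peptide probe; 0% = neutral control wells and 100% = peptide positive control; higher means more block of Keap1 binding to Nrf2 peptide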
# * marks the source's active call; other numbers are inactive results; i = inactive; nt = no result given.
SMILES,RTF Ca sens inh,cardiac RTF act,OPRM1-OPRD1 inv,V-ATPase pHluor,DSG3 Ab inh,LANA DNA inh,Wnt act,MOR-DOR ag,Arr AP2 block,Keap1-Nrf2 PPI
COc1ccc(S(=O)(=O)NCCc2ccc(F)cc2)cc1,-2,4,4,-5,nt,1.2,-2,-0.7,19,-2
O=C(C1CCCN(S(=O)(=O)c2ccc([N+](=O)[O-])cc2)C1)N1CCCCC1 (centres undefined),-1,-4,-16,-2,108,-1.5,nt,4.0,-5,-1
COc1ccccc1OC(C)C(=O)Nc1ccc(S(=O)(=O)Nc2nccs2)cc1 (centres undefined),-10,1,1,-1,106,-1.2,5,-0.2,17,-3
Cc1[nH]n(-c2ccc(Cl)cc2)c(=O)c1C=NC12CN3CN(CN(C3)C1)C2,3,11,13,-1,92,-0.4,-1,-2.1,17,-1
CCOC(=O)C(=O)NNc1ccccc1C,-4,-8,0,-1,101,-0.1,-2,0.0,7,3
CCN1C(=O)CC(N2CCC(C(=O)N3CCCCCC3)CC2)C1=O (centres undefined),-3,-1,9,4,103,1.9,-1,-1.7,12,-2
Cc1occc1C(=O)NNC(=O)NC12CC3CC(CC(C3)C1)C2,-7,-1,0,2,105,0.2,nt,0.0,2,-2
COc1ccc(CCNC(=O)COc2ncnc3cc([N+](=O)[O-])ccc23)cc1,-4,0,-39,4,103,-0.7,-3,5.5,5,7
COc1cccc(NC(=O)c2ccn(C)n2)c1,2,3,8,0,101,-0.8,nt,-1.4,8,-2
COc1ccc(Cn2c(N)c(S(=O)(=O)c3cccs3)c3nc4ccccc4nc32)cc1,-11,7,-13,7,88,0.8,nt,2.6,0,-2
Cc1cc(C)n(-c2ccc(C(=O)N3CCN(S(=O)(=O)c4ccc(Cl)cc4)CC3)cc2)n1,-1,4,16,4,112,0.0,-3,-4.0,-2,1
O=C(NCCN1CCOCC1)c1ccccc1[N+](=O)[O-],6,2,8,1,108,-1.0,nt,-1.3,0,-4
Cc1c2c(nc3nc4ccccc4n13)CC(C)(C)CC2=O,-1,6,12,-1,93,-0.5,-2,-2.8,0,-7
Cc1nnc(-c2ccc(Oc3ccc(Br)cc3)c([N+](=O)[O-])c2)o1,-16,7,-8,-3,nt,-1.0,0,1.8,5,-3
COc1nc(N(C)C)nc(N(C)c2cc(Cl)cc(Cl)c2)n1,-4,1,8,-6,104,4.5,-1,-1.7,10,-2
O=C(NCC1CCCO1)C1c2ccccc2C(=O)N1C1CCCCCCC1 (centres undefined),-9,-5,19,0,96,1.9,nt,-3.8,18,1
CC(=O)N=c1scc(-c2ccccc2)n1-c1cccc(O)c1,-14,1,16,1,106,-0.1,0,-2.9,26,-3
COc1nc(N(c2ccccc2)c2ccccc2)nc(-n2ccnc2)n1,4,-2,2,-2,96,-1.1,-5,-0.4,28,0
CCC(C)[C@H](NC(=O)Nc1ccc(C)cc1C)C(=O)O (some centres undefined),-5,2,3,2,96,-1.6,1,-0.6,8,-3
Cc1cccc(N(C)C(=S)Oc2ccc3ccccc3c2)c1,2,6,-12,-4,106,-1.3,5,2.1,0,-2
CCOC(=O)C1=C(CS(=O)(=O)c2ccc(C)cc2)NC(=O)NC1c1cc(OC)c(OC)c(OC)c1 (centres undefined),2,-6,13,0,97,-1.4,2,-2.4,26,3
COc1ccccc1C1C(C#N)=C(N)N(N(C)C)C2=C1C(=O)CC(C)(C)C2 (centres undefined),-3,-5,21,-4,96,0.3,40*,-4.6,24,-3
O=C(NNc1nc2ccccc2s1)C1CC1,0,5,0,-5,95,-0.9,nt,-0.1,-2,4
Fc1ccc2cc(-c3ccsc3)ncc2c1,-7,-2,-5,0,100,0.0,36*,0.9,26,-3
CC(Sc1ccsc1[N+](=O)[O-])C(=O)NCCc1ccc(Cl)cc1 (centres undefined),11,-6,-6,7,nt,1.6,-1,1.0,22,-1
SMILES,RTF Ca sens inh,cardiac RTF act,OPRM1-OPRD1 inv,V-ATPase pHluor,DSG3 Ab inh,LANA DNA inh,Wnt act,MOR-DOR ag,Arr AP2 block,Keap1-Nrf2 PPI
CC(C)CCn1c(Br)nc2c1c(=O)n(CC(N)=O)c(=O)n2C,-11,15,8,-2,109,-0.6,-7,-1.4,-2,-3
CCOC(=O)c1cnc(SCC(=O)N2CCN(C(=O)c3ccco3)CC2)nc1N,-9,-1,9,1,97,1.2,nt,-1.8,-5,-4
CC(C)(C)c1ccc(CNC(=O)c2ccc3c(c2)NC(=O)CO3)cc1,-6,0,-34,2,128,0.3,0,6.5,19,3
CSc1ccccc1C(=O)N1CCc2ccccc2C1,-6,-1,9,2,117,0.2,-1,-1.9,-8,1
O=c1cc(C(F)(F)F)c2sc(N3CCCCC3)nc2[nH]1,-1,-5,0,-3,nt,-2.4,nt,0.0,6,-5
COCc1nnc(NC(=O)c2cc3ccccc3o2)s1,-19,2,12,5,102,0.0,15,-2.3,-2,-5
CCC1CCCCN1C(=O)c1cc(-c2ccc(Cl)c(Cl)c2)on1 (centres undefined),-1,-1,-14,-3,126,1.8,nt,2.5,0,0
Cc1ccc(C2(O)CN(c3ccccc3C)C3=[N+]2CCS3)cc1 (centres undefined),2,-1,i,3,125,0.5,nt,349*,23,-2
COc1cc(C(=O)Nc2scc(-c3ccc(C)cc3)c2C(=O)O)cc(OC)c1OC,-8,1,11,1,103,-0.1,1,-2.1,0,0
COCCCNC(=S)Nc1cccc(SC)c1,-5,4,12,-4,110,-0.3,-1,-2.4,13,0
O=C(Cn1nc(C(F)F)cc1C(F)F)NNC(=S)Nc1ccc(F)cc1,1,-3,7,-6,94,-1.4,nt,-1.3,19,-1
CC(C)(C)NC(=O)C(c1ccc(F)cc1)N(Cc1ccco1)C(=O)c1csnn1 (centres undefined),5,1,15,-5,nt,1.8,-7,-2.5,-5,3
CCCCOc1ccc(/C=N/NC(=O)c2nnn(-c3nonc3N)c2CN2CCCCCC2)cc1,-10,1,-7,2,nt,0.9,-3,1.2,-1,1
COc1cc(C2CC(=O)N(CC(=O)NCc3ccco3)c3ccccc3S2)cc(OC)c1OC (centres undefined),-6,0,14,5,101,1.6,0,-2.6,-3,-1
CCc1nccn1S(=O)(=O)c1cc(OC)c(Cl)cc1OC,-4,2,2,-2,95,-0.9,3,-0.3,47,2
CCC1Oc2ccccc2N(CC(=O)NCCCN2CCN(c3ccc(OC)cc3)CC2)C1=O (centres undefined),-5,2,14,0,101,0.2,-4,-2.8,2,2
CCCCN(Cc1nc2ccccc2c(=O)[nH]1)C(=O)c1nn(C)c(=O)c2ccccc12,-11,5,-3,3,101,2.4,-6,0.5,5,-5
CCOC(=O)C1CCCN(C(=O)c2cc(Nc3ccc(OC)cc3)nc3ccccc23)C1 (centres undefined),2,-8,-2,1,102,4.4,5,0.3,1,5
CCCCCC(=O)Nc1cc(N(C)C)nc2ccccc12,3,0,15,4,102,0.3,-3,-2.8,3,-5
COCCn1c(SCC(=O)NCC2CCCO2)nc2c([nH]c3ccccc32)c1=O (centres undefined),-11,2,11,5,97,-0.1,3,-2.2,-23,-3
CCOc1ccccc1-n1c(SCC(=O)NC2CCCC2)nnc1-c1ccoc1C,-11,-9,3,-1,99,2.2,nt,-0.6,-6,-2
CCC(=O)Nc1ccc(NC(=O)CSc2nnc(-c3ccco3)n2CC)cc1,-7,0,4,3,129,-1.6,2,-0.5,13,0
Cc1ccc(C2=NS(=O)(=O)N(C)C(C(=O)N(C)C3CCCCC3)=C2)cc1,-16,12,5,3,116,1.1,-1,-0.8,24,0

# Shown with values under each structure: two of the compounds above.
# Every second line gives: RTF Ca sens inh, cardiac RTF act, OPRM1-OPRD1 inv, V-ATPase pHluor, DSG3 Ab inh, LANA DNA inh, Wnt act, MOR-DOR ag, Arr AP2 block, Keap1-Nrf2 PPI
CCC(=O)Nc1ccc(NC(=O)CSc2nnc(-c3ccco3)n2CC)cc1
  -7, 0, 4, 3, 129, -1.6, 2, -0.5, 13, 0
Cc1ccc(C2=NS(=O)(=O)N(C)C(C(=O)N(C)C3CCCCC3)=C2)cc1
  -16, 12, 5, 3, 116, 1.1, -1, -0.8, 24, 0

# By substructure, the compounds so far containing an aryl methoxy group.
SMILES,RTF Ca sens inh,cardiac RTF act,OPRM1-OPRD1 inv,V-ATPase pHluor,DSG3 Ab inh,LANA DNA inh,Wnt act,MOR-DOR ag,Arr AP2 block,Keap1-Nrf2 PPI
COc1ccc(S(=O)(=O)NCCc2ccc(F)cc2)cc1,-2,4,4,-5,nt,1.2,-2,-0.7,19,-2
COc1ccccc1OC(C)C(=O)Nc1ccc(S(=O)(=O)Nc2nccs2)cc1 (centres undefined),-10,1,1,-1,106,-1.2,5,-0.2,17,-3
COc1ccc(CCNC(=O)COc2ncnc3cc([N+](=O)[O-])ccc23)cc1,-4,0,-39,4,103,-0.7,-3,5.5,5,7
COc1cccc(NC(=O)c2ccn(C)n2)c1,2,3,8,0,101,-0.8,nt,-1.4,8,-2
COc1ccc(Cn2c(N)c(S(=O)(=O)c3cccs3)c3nc4ccccc4nc32)cc1,-11,7,-13,7,88,0.8,nt,2.6,0,-2
COc1nc(N(C)C)nc(N(C)c2cc(Cl)cc(Cl)c2)n1,-4,1,8,-6,104,4.5,-1,-1.7,10,-2
COc1nc(N(c2ccccc2)c2ccccc2)nc(-n2ccnc2)n1,4,-2,2,-2,96,-1.1,-5,-0.4,28,0
CCOC(=O)C1=C(CS(=O)(=O)c2ccc(C)cc2)NC(=O)NC1c1cc(OC)c(OC)c(OC)c1 (centres undefined),2,-6,13,0,97,-1.4,2,-2.4,26,3
COc1ccccc1C1C(C#N)=C(N)N(N(C)C)C2=C1C(=O)CC(C)(C)C2 (centres undefined),-3,-5,21,-4,96,0.3,40*,-4.6,24,-3
COc1cc(C(=O)Nc2scc(-c3ccc(C)cc3)c2C(=O)O)cc(OC)c1OC,-8,1,11,1,103,-0.1,1,-2.1,0,0
COc1cc(C2CC(=O)N(CC(=O)NCc3ccco3)c3ccccc3S2)cc(OC)c1OC (centres undefined),-6,0,14,5,101,1.6,0,-2.6,-3,-1
CCc1nccn1S(=O)(=O)c1cc(OC)c(Cl)cc1OC,-4,2,2,-2,95,-0.9,3,-0.3,47,2
CCC1Oc2ccccc2N(CC(=O)NCCCN2CCN(c3ccc(OC)cc3)CC2)C1=O (centres undefined),-5,2,14,0,101,0.2,-4,-2.8,2,2
CCOC(=O)C1CCCN(C(=O)c2cc(Nc3ccc(OC)cc3)nc3ccccc23)C1 (centres undefined),2,-8,-2,1,102,4.4,5,0.3,1,5

# Outcome played no part in choosing rows; any-hit rate near 3.1%.
